# H9c2 protect: myocardial damage modulation in H9c2 cells; H9c2 cardiomyocytes, H2O2 injury protection, ATPLite, 2 h; protection from H2O2 cell death, % at 20 µM; hit rate 0.63% among 360,000;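 active means compounds giving at least 50% protection of heart cells from peroxide-induced death in the single-dose screen, raw or plate-pattern-corrected value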;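 further: 0% = DMSO wells with peroxide and 100% = DMSO wells without peroxide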
# iPSC survival up: enhancers of human iPSC single-cell survival | hiPSC single-cell survival, ATPlite luminescence; 100% = ROCK inhibitor wells, 0% = DMSO | AID 602274 | survival enhancement, % at 20 µM | hit rate 0.044% among 360,000; in the data active means survival enhancement above about 18%;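 further: cells exposed to compounds for 16 hours before the ATP read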
# NR2E3 ag-1: human photoreceptor-specific nuclear receptor agonism; Q9Y5X4; CHO-S Gal4-NCOR/VP16-NR2E3 two-hybrid, luciferase; inhibition of corepressor binding, % at 3.98 µM; hit rate 0.35% among 360,000; AID 602229;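 active means inhibition above the mean of all tested compounds plus 3 SD, cut at about 70% in these data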;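 further: 0% = DMSO with NR2E3 transfected cells and 100% = cells lacking NR2E3 construct; higher means lower luciferase signal from less NR2E3 corepressor binding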
# Peg3 prom inh: reduces Peg3 promoter-driven luciferase expression in HeLa; HeLa PEG-Prom luciferase reporter, luminescence, overnight; hit rate 1.7% among 360,000; inhibition, % at 20 µM; AID 588405;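 active means inhibition of at least 50% at 20 µM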
# PDI inh: blocks human protein disulfide isomerase activity. AID 588391. inhibition, % at 10 µM. P07237. PDI insulin aggregation turbidity, A650, 90 min. hit rate 0.052% among 350,000;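 active means mean inhibition across replicates of 30% or more, whatever share of single replicates reach that level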;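 further: absorbance from insulin aggregation driven by PDI reduction with DTT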
# Target sequence (P07237 whole entry, looked up): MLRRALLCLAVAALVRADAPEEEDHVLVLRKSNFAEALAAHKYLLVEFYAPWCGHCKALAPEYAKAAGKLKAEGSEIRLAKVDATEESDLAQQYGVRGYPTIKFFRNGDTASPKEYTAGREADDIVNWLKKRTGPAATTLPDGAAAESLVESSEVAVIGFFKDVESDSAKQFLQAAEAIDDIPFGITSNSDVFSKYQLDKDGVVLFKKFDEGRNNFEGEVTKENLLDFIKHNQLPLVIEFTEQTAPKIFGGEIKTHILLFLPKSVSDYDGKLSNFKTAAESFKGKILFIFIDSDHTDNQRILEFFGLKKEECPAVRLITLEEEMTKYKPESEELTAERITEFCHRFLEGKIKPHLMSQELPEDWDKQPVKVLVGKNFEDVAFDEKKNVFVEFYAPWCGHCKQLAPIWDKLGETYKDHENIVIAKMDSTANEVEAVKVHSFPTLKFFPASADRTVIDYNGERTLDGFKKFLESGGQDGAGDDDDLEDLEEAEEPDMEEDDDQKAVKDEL
# CaV13 ICDI inh: Disruptors of the CACNA1D IQ motif to Ca2+-dependent inactivation inhibitor domain association, primary screening, Förster resonance energy transfer in intact living …. HEK cells, CFP/YFP FRET ICDI-IQ, plate reader, 10 min; percent FRET-ratio fall versus neutral wells. inhibition, % at 12.3 µM. hit rate 0.098% among 340,000. AID 743397;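 active means mean replicate inhibition of at least 30% and at least 1% of replicates passing that level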;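 further: 0% = median of the neutral control wells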
# HTR2A ag: mouse HTR2A agonism via beta-arrestin recruitment. P35363. CHO-K1 mHTR2A beta-arrestin complementation, luminescence; percent of 30 µM serotonin response. activation, % at 7.6 µM. hit rate 0.66% among 360,000. AID 624169;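 active means activation above a run cutoff, the mean activation of all tested compounds plus 3 SD, cut at about 14% in these data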;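 further: 0% = plate median of compound wells and 100% = 30 µM serotonin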
# Target sequence (P35363 whole entry, looked up): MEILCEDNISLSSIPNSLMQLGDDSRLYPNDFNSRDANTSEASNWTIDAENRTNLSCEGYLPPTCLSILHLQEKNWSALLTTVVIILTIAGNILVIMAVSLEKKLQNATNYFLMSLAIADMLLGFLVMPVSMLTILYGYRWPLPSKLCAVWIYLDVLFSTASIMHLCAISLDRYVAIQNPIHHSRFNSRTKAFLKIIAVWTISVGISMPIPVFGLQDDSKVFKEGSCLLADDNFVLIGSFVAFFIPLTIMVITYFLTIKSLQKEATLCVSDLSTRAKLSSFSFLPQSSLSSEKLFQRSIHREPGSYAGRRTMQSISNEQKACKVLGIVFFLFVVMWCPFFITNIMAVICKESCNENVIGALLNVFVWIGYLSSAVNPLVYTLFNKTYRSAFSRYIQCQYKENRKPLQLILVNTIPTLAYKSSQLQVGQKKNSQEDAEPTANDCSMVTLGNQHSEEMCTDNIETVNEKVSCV
# HIF-2a inh: HIF-2a inhibition. 786-0 RCC cells HIF-2a reporter, luciferase luminescence, overnight. inhibition, % at 18.8 µM. hit rate 0.72% among 360,000. AID 624352;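 active means inhibition of the luminescence signal of 40% or more relative to plate controls, in a single-dose primary screen at 18.75 µM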
# Shn3 3UTR inh: inhibitors of Schnurri-3 3'UTR reporter in osteoblasts; Clone20 osteoblast Shn3 3'UTR firefly luciferase, 24 h; inhibition, % at 12.5 µM; hit rate 0.52% among 360,000; AID 588674;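 active means mean inhibition of at least 75% with every replicate also reaching 75%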;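 further: 0% = median of neutral control wells and 100% = pilot-screen positive control compound; some compounds past the cut are filed as inactive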
# NR2E3 ag-2: agonists of human nuclear receptor NR2E3; Q9Y5X4; GST-NR2E3/biotin-RetCOR TR-FRET, 1536-well; inhibition of corepressor binding, % at 4.78 µM; hit rate 0.12% among 320,000; AID 2300;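 active means percent inhibition above the cutoff of mean plus 3 SD of all tested compounds, set per screening campaign, cut at about 20% in these data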;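 further: 0% = DMSO wells and 100% = biotin wells as full block of FRET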
#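 Format: 1536-well format; test system: GST-NR2E3 and biotin-RetCOR proteins; read-out basis: percent inhibition of TR-FRET ratio; timing: 5 h incubation at 4 °C; detection: time-resolved FRET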
# MITF TRPM1 inh: reduces MITF-dependent TRPM1 promoter luciferase signal | SK-MEL-5 TRPM1 promoter luciferase, 24 h | inhibition, % at 12.5 µM | hit rate 0.83% among 330,000 | AID 488899;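 active means mean inhibition across replicates of 60% or more, whatever share of single replicates reaches that level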; further: values of inactives mirror those of a sister screen read the other way
# An asterisk follows results filed as active; x = no result given.
SMILES,H9c2 protect,iPSC survival up,NR2E3 ag-1,Peg3 prom inh,PDI inh,CaV13 ICDI inh,HTR2A ag,HIF-2a inh,Shn3 3UTR inh,NR2E3 ag-2,MITF TRPM1 inh
CC(C)(CO)CN1CCC(n2nccc2NC(=O)C2CCCC2)CC1,4,0.2,-28,16,-5,-3,0,8,2,4,4
COc1cc2ncnc(NCc3ccco3)c2cc1OC,-8,0.5,1,-2,-1,-4,9,13,6,0,7
O=C(Nc1ccc(C(=O)N2CCC(O)(c3ccc(Cl)c(C(F)(F)F)c3)CC2)cc1)c1ccc(Br)o1,0,2.1,14,3,2,-3,2,8,-7,0,9
CC1Cc2nc(SCC(=O)N3CCCC3)n(C)c(=O)c2S1 (stereo not given),6,-2.1,-6,2,x,-4,-3,2,3,0,x
CCOC(=O)c1c(-c2ccc(C)cc2)csc1NC(=O)CCSc1nnc2ccccn12,-10,2.3,-6,26,-2,-8,6,4,22,2,15
CNC(=O)CSc1nnc(-c2cccnc2)n1CCc1ccccc1,-1,-0.8,-32,5,0,-4,2,-1,1,-4,-5
CCOc1cc(N2CCOCC2)c(OCC)cc1NC(=O)CSc1ccccc1C(=O)O,3,-3.1,2,-5,11,-2,-4,3,7,3,-6
CC1CCN(S(=O)(=O)c2cccc(C(N)=O)c2)CC1,0,-3.1,-18,22,-3,-4,-1,23,-5,3,8
C/C(=N/NC(=O)CN1CCN(Cc2ccccc2Cl)CC1)c1ccncc1,-4,0.6,7,2,7,-3,-3,21,5,-1,3
CCCCN(C)CCOc1ccccc1OCC,8,3.3,-19,2,-4,-2,0,13,-19,0,2
C=Cn1ccnc1P(=S)(c1ccc2c(c1)c1ccccc1n2CC)c1nccn1C=C,1,-3.4,8,44,7,x,0,-9,-7,-1,6
CNCCC(Oc1ccc(C(F)(F)F)cc1)c1ccccc1 (stereo not given),-4,-1.6,4,-1,-3,-6,-10,-16,9,3,0
CCN1C(=O)C2(C(C#N)=C(N)Oc3cc(C)oc(=O)c32)c2ccccc21 (stereo not given),-5,0.4,1,3,-1,-3,0,6,-7,1,16
CCn1c(CC(=O)Nc2ccccc2)n[nH]c1=S,1,-0.5,11,-1,2,-6,0,13,-8,1,0
CC1CCCCN1CCNC(=O)c1ccc2c(c1)N(Cc1ccccc1)C(=O)c1ccccc1S2(=O)=O (stereo not given),-2,-0.7,-18,-6,-1,-3,-12,23,-13,0,-4

# A run of entries from the list above:
SMILES,H9c2 protect,iPSC survival up,NR2E3 ag-1,Peg3 prom inh,PDI inh,CaV13 ICDI inh,HTR2A ag,HIF-2a inh,Shn3 3UTR inh,NR2E3 ag-2,MITF TRPM1 inh
C=Cn1ccnc1P(=S)(c1ccc2c(c1)c1ccccc1n2CC)c1nccn1C=C,1,-3.4,8,44,7,x,0,-9,-7,-1,6
CNCCC(Oc1ccc(C(F)(F)F)cc1)c1ccccc1 (stereo not given),-4,-1.6,4,-1,-3,-6,-10,-16,9,3,0
CCN1C(=O)C2(C(C#N)=C(N)Oc3cc(C)oc(=O)c32)c2ccccc21 (stereo not given),-5,0.4,1,3,-1,-3,0,6,-7,1,16
CCn1c(CC(=O)Nc2ccccc2)n[nH]c1=S,1,-0.5,11,-1,2,-6,0,13,-8,1,0
CC1CCCCN1CCNC(=O)c1ccc2c(c1)N(Cc1ccccc1)C(=O)c1ccccc1S2(=O)=O (stereo not given),-2,-0.7,-18,-6,-1,-3,-12,23,-13,0,-4

# (cont.)
SMILES,H9c2 protect,iPSC survival up,NR2E3 ag-1,Peg3 prom inh,PDI inh,CaV13 ICDI inh,HTR2A ag,HIF-2a inh,Shn3 3UTR inh,NR2E3 ag-2,MITF TRPM1 inh
CC12C=CC(=O)C=C1CCC1C2CCC2(C)C(C(=O)CO)CCC12 (stereo not given),-1,-0.1,-5,-4,3,-9,-2,13,20,x,7
CC(/C=N/NC(=O)CSc1nc2ccccc2n1C)=C\c1ccco1,9,3.0,-6,12,-2,-5,2,-10,-4,-3,1
CCOCCCNC(=O)CCCn1nc(C)n2c(cc3sccc32)c1=O,5,1.1,-18,2,x,-6,-2,11,5,0,x
CC1(C)C(=O)Nc2ccccc2N1C(=O)COc1ncnc2c(Cl)cc(Cl)cc12,5,0.6,-13,16,10,-8,0,11,4,-5,9
COc1ccc(Cl)cc1NC(=O)COC(=O)C(CC(C)C)N1C(=O)C2CC=CCC2C1=O (stereo not given),-7,3.3,-26,15,-4,-3,-3,28,5,2,-6
O=S(=O)(c1ccc(SCc2c(F)cccc2Cl)nc1)N1CCCC1,-7,-2.7,-17,-6,8,-9,5,-18,15,x,x
Cc1ccc(C(=O)NC2CCCC2)cc1S(=O)(=O)N1CCCCC1,0,-0.3,-22,-1,-2,-5,4,13,-16,2,-10
CCOC1C(=O)NC(=O)N1Cc1ccccc1 (stereo not given),2,0.0,-50,16,3,-6,2,22,-3,x,15
Cc1ccc(C(=O)N2CCN(c3ccccc3)CC2)cc1NC(=O)c1ccco1,2,-0.4,1,7,19,x,-3,11,14,3,4
COc1ccc(CCNC(=O)COc2ccc3c(C)cc(=O)oc3c2)cc1,10,-2.3,-2,-6,10,-6,0,-4,8,x,-5
COc1ccc2c(CC(=O)Nc3nc(C)cs3)coc2c1,-13,0.5,-38,-73,-2,1,-1,-62,-16,1,-8
C[N+]1(CCC(=O)c2ccccc2)CCCCC1,-13,3.9,-3,12,-4,-7,-4,13,-3,0,3
O=C(O)COc1ccccc1/C=N/NC(=O)CNC(=O)c1ccco1,4,-0.3,5,6,2,-3,2,1,-1,3,0
O=C(NCC1CCCO1)C(c1ccncc1)N(Cc1cccs1)C(=O)Cn1nnc(-c2ccc(F)cc2)n1 (stereo not given),-1,1.4,-3,18,2,-10,0,8,-31,-1,9
COc1cc(C(C(=O)Nc2c(C)cccc2C)N(C)C(=O)c2ccc(-n3cnnn3)cc2)ccc1O (stereo not given),-2,-0.4,8,10,-5,-3,1,15,-1,-1,-3
CCOP(=O)(OCC)/C(=N/OC(=O)c1ccc(OC)cc1)C(N)=O,0,0.2,3,7,12,-3,0,22,-20,0,7
CN1CCN(C(=O)c2cn(-c3ccccc3)nc2-c2cccs2)CC1,-1,3.1,-19,6,24,-5,-4,-2,-5,0,-1
CC(C)C[C@@H](CN1C(=O)C(=O)NC[C@@H]1CC(C)C)NC(=O)Cc1ccccc1,7,0.7,-3,-4,-2,-4,9,7,75,x,-17
COc1ccc(S(=O)(=O)N2Cc3ccccc3CC2C(=O)Nc2ccc3c(c2)OCO3)cc1 (stereo not given),13,-4.7,-36,-115,2,-5,-4,-146,-61,1,-37
Fc1ccc(CCN2CCN=C2Nc2ccccc2)cc1,6,1.1,24,-6,-1,-5,-10,-6,-6,2,-1
CCOC(=O)c1ccccc1NC(=O)C(C)Oc1ccccc1 (stereo not given),-6,1.0,5,15,0,-3,-3,9,6,-2,0
COc1ccc(-c2cc(C(F)(F)F)nc(-n3cc(Cl)cn3)n2)cc1,-1,-1.8,-5,-5,5,-3,-1,-37,4,5,0
CC(C)c1c(O)nc(SCc2ccccc2)[nH]c1=O,-7,-3.7,-19,5,-11,-2,2,-5,3,4,3
Cc1ccc(S(=O)(=O)N(C)CC(=O)N2CCCCCC2)cc1,-4,0.3,21,16,5,-3,-2,13,-8,-3,-3
COc1ccc(NC(=O)COC(=O)c2ccc(OC)c(S(=O)(=O)N3CCCC3)c2)cc1OC,1,0.6,-24,19,-2,-3,7,5,0,3,-1
CCc1ccccc1NS(=O)(=O)c1cccc2nsnc12,7,-0.2,17,26,3,-13,-4,9,8,2,5
CCC(CC)C(=O)N(C)c1c(C)nc2c(OCc3ccc(Cl)cc3Cl)cccn12,-5,-0.5,30,25,-2,-5,-4,-24,11,x,x
COc1cccc(-c2nnc3n2N=C(c2cccc(Br)c2)CS3)c1,1,6.1,-10,-8,8,-4,-9,8,7,1,-4
COc1ccc(C(=O)NCC(=O)NC2=NCCS2)cc1,-5,-1.5,4,-5,x,-3,-1,-5,-5,2,x
COc1cc(NC(=O)COC(C)=O)c(C)cc1[N+](=O)[O-],5,-1.3,-13,10,6,-4,6,5,19,2,-4
CCC1Sc2ccc(S(=O)(=O)Nc3cc(OC)cc(OC)c3)cc2NC1=O (stereo not given),-10,-0.1,47,6,1,-5,3,12,10,-4,-8
CCC(=O)Nc1ccc(NC(=O)CSc2nnnn2Cc2ccccc2)cc1C,2,-0.6,-7,1,-3,-4,2,-55,7,x,16
COc1ccc(Cl)cc1S(=O)(=O)N1CCN(CC(=O)C(C)(C)C)CC1,-9,0.0,-13,14,-5,-2,-3,9,-2,7,2
COCCCNC(=O)C(CC(N)=O)NC(=O)OCc1ccccc1 (stereo not given),-4,0.2,6,9,0,-5,-2,13,x,1,-8
CCOC(=O)C1=C(C)NC(C)=C(C(=O)OCC)C1C(=O)OCC(=O)NCc1ccco1,43,-1.4,13,16,-1,-6,-1,11,96*,x,11
CCN(CC)CCNC(=O)c1cn(-c2ccccc2)nc1-c1cccs1,3,6.3,-15,2,-2,-5,-10,11,-4,0,-7
CCCN(C(=O)COC(=O)CNS(=O)(=O)c1ccc(NC(C)=O)cc1)C1CCS(=O)(=O)C1 (stereo not given),0,3.2,-12,10,-5,-5,1,6,3,x,-1
CCOC(=O)C1(Cc2ccc(OC)cc2)CCN(C(=O)c2cncs2)CC1,8,2.1,17,-54,-6,1,0,-57,-1,3,-16
CSc1nc(N)c2c3c(sc2n1)COC(C(C)C)C3 (stereo not given),-3,1.3,-16,7,-5,-6,-3,-19,-20,0,8

# An excerpt from above with just PDI inh and HIF-2a inh:
Structure,PDI inh,HIF-2a inh
COCCCNC(=O)C(CC(N)=O)NC(=O)OCc1ccccc1 (stereo not given),0,13
CCOC(=O)C1=C(C)NC(C)=C(C(=O)OCC)C1C(=O)OCC(=O)NCc1ccco1,-1,11
CCN(CC)CCNC(=O)c1cn(-c2ccccc2)nc1-c1cccs1,-2,11
CCCN(C(=O)COC(=O)CNS(=O)(=O)c1ccc(NC(C)=O)cc1)C1CCS(=O)(=O)C1 (stereo not given),-5,6
CCOC(=O)C1(Cc2ccc(OC)cc2)CCN(C(=O)c2cncs2)CC1,-6,-57

# Screens as filed in PubChem BioAssay.
